Assay outcomes: PubChem BioAssay, The Scripps Research Institute Molecular Screening Center
SIAE inh: human SIAE inhibition, primary screen | inhibition, % at 9.66 µM | 370,000 tested, 0.69% active | SIAE FP-Rh probe binding, fluorescence polarization | AID 1053197;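 active = inhibition above a cutoff: mean of compounds within the control limits plus 3 SD of those, cut at about 17% in these data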;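 note: 0% = plate median of compound wells and 100% = probe without SIAE protein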
KLK7 zymogen act: activates the human kallikrein-7 zymogen. 370,000 tested, 0.9% active. activation, % at 7 µM. purified proKLK7, EDANS-DABCYL substrate fluorescence; 100% is mature enzyme control, 0% vehicle. P49862;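 active = activation above the mean of all tested compounds plus 3 SD, computed per campaign excluding outliers beyond control limits, cut at about 13% in these data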
Tn7 DDE FP: disrupts Tn7 cyclic peptide binding to fibrin D-Dimer-E complex. inhibition, % at 8.3 µM. P02675. 370,000 tested, 0.13% active. FP displacement of FITC-Tn7 peptide from fibrin DD(E); 0% = median of compound wells per plate;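 active = inhibition above the mean of compounds falling within the control limits plus 3 SD of them, cut at about 14% in these data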;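 note: 0% = plate median of compound wells and 100% = 10 µM Aha-Tn7 peptide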
Target sequence (P02675 whole entry, looked up): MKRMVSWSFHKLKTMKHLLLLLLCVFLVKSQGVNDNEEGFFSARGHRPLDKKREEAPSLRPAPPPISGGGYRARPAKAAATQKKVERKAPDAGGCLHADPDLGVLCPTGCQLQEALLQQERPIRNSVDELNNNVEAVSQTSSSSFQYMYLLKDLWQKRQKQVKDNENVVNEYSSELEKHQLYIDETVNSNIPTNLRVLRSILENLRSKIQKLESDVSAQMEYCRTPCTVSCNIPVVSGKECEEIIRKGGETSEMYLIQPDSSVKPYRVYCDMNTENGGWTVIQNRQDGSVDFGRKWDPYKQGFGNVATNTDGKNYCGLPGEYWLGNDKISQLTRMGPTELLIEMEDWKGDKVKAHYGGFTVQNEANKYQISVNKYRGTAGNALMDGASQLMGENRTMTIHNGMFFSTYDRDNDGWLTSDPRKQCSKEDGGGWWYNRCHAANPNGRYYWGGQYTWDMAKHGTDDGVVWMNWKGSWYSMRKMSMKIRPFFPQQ
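Also added: labelled Tn7 tracer, 0.1 µM; Assay system: human fibrin DD(E) protein; Amount: 2 µM fibrin DD(E); Schedule: 10 min compound pre-incubation, 3 h probe incubation at room temperature; Repeats: one replicate per compound; Read-out basis: percent inhibition; Measured by: fluorescence polarization of the labelled Tn7 tracer.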
DDE Tn6 FP inh: inhibitors of Tn6 peptide binding to human fibrin DD(E). Fibrin DD(E) TRITC-Tn6 fluorescence polarization displacement. inhibition, % at 8.3 µM. 370,000 tested, 0.21% active;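 active = inhibition above a per-campaign cutoff: mean of compounds within control limits plus 3 SD, cut at about 15% in these data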;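 note: 0% = median of all compound wells on the plate and 100% = blocking peptide control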
MBD2 inh: MBD2-methylated oligo binding inhibition; Q9UBB5; TR-FRET, MBD2 binding to methylated oligonucleotide; inhibition, % at 4.4 µM; 370,000 tested, 0.31% active; AID 686964; in the data active = inhibition above about 13%
UHRF1 binding: UHRF1 methyl-DNA binding inhibition. UHRF1 binding to methylated oligo, TR-FRET. inhibition, % at 4.4 µM. 370,000 tested, 0.75% active. AID 687016; in the data active = inhibition above about 21%;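 note: UHRF1 SRA domain binding a hemimethylated CpG hairpin DNA probe; 0% = median of test compound wells and 100% = reference inhibitor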
TDP2 absorb: TDP2 (human) inhibition, absorbance primary screen; 370,000 tested, 0.34% active; AID 720702; recombinant TDP2, T5PNP hydrolysis, p-nitrophenol absorbance 415 nm; inhibition, % at 12.8 µM;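 active = inhibition above the mean of all tested compounds plus 3 SD, set per campaign, cut at about 25% in these data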;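 note: 0% = DMSO with enzyme and 100% = buffer with substrate but no TDP2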
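System – recombinant human TDP2 · Amount – 120 nM TDP2 per well · Buffer or medium – Mg2+-containing Tris-HCl buffer, pH 7.5 · Reagent – T5PNP substrate, 5 mM · Dosing – 12.8 µM single point, 1% DMSO · Incubation – 2 h at 37 °C · Measured by – epi absorbance · Read-out basis – percent inhibition · Benchmarks – high control without enzyme, low control DMSO plus TDP2 · Repeats – singlicate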
PRMT1 FP inh: PRMT1 (human) inhibition, primary screen; 370,000 tested, 1.3% active; recombinant PRMT1, activity-based probe fluorescence polarization; inhibition, % at 2.79 µM;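 active = inhibition above about 21% made by adding two undisclosed values, limit read from the data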
Target sequence (Q99873 whole entry, looked up): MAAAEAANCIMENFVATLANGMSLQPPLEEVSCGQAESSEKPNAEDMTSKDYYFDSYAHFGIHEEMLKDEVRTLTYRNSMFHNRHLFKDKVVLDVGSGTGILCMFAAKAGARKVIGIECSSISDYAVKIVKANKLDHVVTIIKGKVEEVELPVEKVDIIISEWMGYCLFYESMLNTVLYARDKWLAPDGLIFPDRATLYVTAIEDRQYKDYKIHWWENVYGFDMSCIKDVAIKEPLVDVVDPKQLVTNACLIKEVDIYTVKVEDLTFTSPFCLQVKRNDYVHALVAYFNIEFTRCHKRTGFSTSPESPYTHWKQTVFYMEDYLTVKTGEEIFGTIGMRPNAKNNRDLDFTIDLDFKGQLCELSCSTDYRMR
LEDGF integ inh: blocks HIV-1 LEDGF/p75-dependent DNA integration. TR-FRET IN-LEDGF/p75 DNA integration, Eu/Cy5. inhibition, % at 3.7 µM. 370,000 tested, 0.64% active. AID 743269;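 active = inhibition above the screen-wide mean plus 3 SD, cut at about 13% in these data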;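 note: signal is the Cy5 over europium emission ratio at 671 and 618 nm; 0% = plate median of compound wells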
TCR-CD3 inh: blocks the human TCR-CD3 interaction; 360,000 tested, 0.37% active; AID 651800; TAMRA-labeled TCR probe fluorescence, biochemical; inhibition, % at 9.4 µM; in the data active = inhibition above about 19%;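 note: recombinant mutant TCR 2C K166C tagged with TAMRA read by polarization; 0% = receptor in buffer alone and 100% = receptor with positive control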
Active calls of the source: *; nt = no result given.

SMILES	SIAE inh	KLK7 zymogen act	Tn7 DDE FP	DDE Tn6 FP inh	MBD2 inh	UHRF1 binding	TDP2 absorb	PRMT1 FP inh	LEDGF integ inh	TCR-CD3 inh
COCCn1c(/C=C/c2ccccc2)nc2ccccc21	-4	8.2	8	1	-6	-4	7	3	2	0
COc1cc2[nH]c(=S)nc(NCc3ccccc3)c2cc1OC	-5	-0.1	-3	0	-5	1	-5	8	-6	-3
COc1ccccc1C1CCN(C(=O)c2ccco2)CC1	-6	0.3	2	3	0	-2	4	2	2	3
COc1ccccc1-c1nnc2n1N=C(C)CS2	-2	0.2	6	-9	-4	-1	15	1	1	4
COc1cc(OC)c(OC)cc1/C=N/NC(=S)NCC1CCCO1 (centres undefined)	4	-0.8	1	3	-7	-2	-9	-1	-3	1
Cc1ccc(-c2noc(CN(C)C(=O)Nc3ccc(F)cc3)n2)cc1	-2	-0.4	2	8	2	3	-4	0	1	4
CC(C)CNCC1OCc2ccccc2CO1	1	0.2	-2	6	1	-6	-6	-2	4	2
COc1ccccc1NS(=O)(=O)c1cccc2cccnc12	-2	-0.2	-10	0	2	0	6	-6	1	2
COc1ccccc1CC(=O)Nc1ccc(C(=O)N2CCCCC2)cc1	-2	0.1	-1	-1	1	-1	8	-3	3	2
CC(C)(C)c1ccc(C#C[C@@H]2C=C[C@@H](O)[C@@H](COC(=O)NCc3ccccc3)O2)cc1	-1	1.0	-2	1	10	15	-3	2	10	5
O=S(=O)(c1cccs1)N1CCN(Cc2ccccc2)CC1	-4	-0.1	-1	3	0	7	-10	3	1	-6
CC1=C(C(=O)OC(C)C)C(/C=C/c2ccccc2)NC(=O)N1 (centres undefined)	-3	0.2	-15	-1	-7	0	-11	-3	1	3
O=C(Cn1ccc2ccccc2c1=O)NCCC(=O)N1CCN(c2cccc(Cl)c2)CC1	-2	0.4	-5	0	0	1	-6	0	-1	-2
COc1cccc(OC)c1C(=O)OCC(=O)NCC(C)C	-4	-0.1	-5	0	0	2	-17	-5	6	-5
CCc1nnc(NS(=O)(=O)c2ccc(N/C=C\C(=O)c3ccc4ccccc4c3)cc2)s1	-48	-4.9	-3	-5	3	-2	1	-1	0	6
C/C(=C\C1CCCCC1)C(NC(=O)c1ccc(C(F)(F)F)cc1)c1ccc(-c2ccccc2)cc1 (centres undefined)	6	-0.1	-2	2	-6	1	-2	3	-1	3
O=C(Nc1ccc(C(=O)N2CCOCC2)cc1)C1CCCC1	-1	-0.6	-1	14	-3	-3	-1	-2	-1	0
C[C@H](CO)N1C[C@H](C)[C@@H](CN(C)Cc2ccc(Oc3ccccc3)cc2)Oc2ccc(NC(=O)Cn3cnnn3)cc2C1=O	8	0.8	3	-2	-5	-1	-2	-3	0	-5
C=CCn1c(CSc2nc3ccccc3s2)nnc1SCC(=O)NCc1ccccc1	-6	0.2	-2	-9	-4	0	-3	2	1	-9
CN1CCC(OC(=O)c2ccc(Br)cc2)CC1	-4	-0.1	-2	2	1	2	2	4	1	0
CCOC(=O)c1ccc(CC2SC(N)=NC2=O)cc1 (centres undefined)	-1	-0.3	3	5	4	1	2	5	-3	5
CN(CCOc1ccccc1)CC(=O)Nc1cc([N+](=O)[O-])ccc1Cl	-2	-0.4	-3	-6	1	2	-6	4	6	-2
COc1ccc(NC(=O)Nc2cccc3c2O[C@H](CN(C)S(=O)(=O)c2cn(C)cn2)[C@@H](C)CN([C@H](C)CO)C3=O)cc1	5	-0.7	-2	1	-3	0	15	0	-2	4
CCOC(=O)NC(NCc1cccc(C(F)(F)F)c1)(C(F)(F)F)C(F)(F)F	-3	-0.4	10	4	-6	1	2	-1	0	0
CC(C)(C)OC(=O)NCc1ccccc1/C=C/S(=O)(=O)NCc1ccc(F)cc1	-6	0.1	-5	0	-1	0	-4	-6	9	nt
Cc1ccc(C)c(S(=O)(=O)/N=C2\C=C(NS(=O)(=O)c3ccccc3)C(=O)c3ccccc32)c1	-4	-0.6	5	-4	-12	-7	18	6	9	-7
CCC(C)C(NC(=O)C1CCC(C)CC1)C(=O)NC(CCSC)C(=O)OC (centres undefined)	4	-0.3	4	3	3	2	4	-2	2	2
O=S(=O)(c1ccc(F)cc1)N1CCc2ccccc21	-10	0.6	-1	3	3	-2	-11	-4	7	-5
O=C(CSc1cn(Cc2ccccc2)c2ccccc12)NCc1ccc(F)cc1	2	0.8	2	4	-1	1	2	-2	2	6
CC1=NN(C(=O)c2ccc(Br)cc2)C(O)(C(F)(F)OC(F)(F)F)C1 (centres undefined)	6	0.6	-4	-2	2	0	0	1	0	-5
COCCNc1nc(Nc2ccc(C)cc2C)c2sccc2n1	6	0.3	5	-1	2	0	-1	0	-4	3
C[C@@H]1CCC[C@H](C)N1NC(=O)c1ccc(Cl)c(S(N)(=O)=O)c1	7	0.3	-2	0	2	0	3	-3	-1	-7
C[C@H]1CN([C@@H](C)CO)C(=O)CCCn2cc(nn2)CO[C@@H]1CN(C)S(=O)(=O)c1cccc(F)c1	1	0.1	2	-1	2	2	7	3	0	-7
CN(C)S(=O)(=O)c1ccc(N2CCCC2)c(C(=O)N2CCN(S(=O)(=O)c3ccccc3F)CC2)c1	-1	0.4	10	5	-2	-1	4	0	0	3
Cc1ccc2c(c1)C(=O)C(=O)N2Cc1ccccc1	9	-0.4	-7	-6	-6	-6	4	-1	1	-3
O=C(C(=O)N1CCN(S(=O)(=O)c2ccc(F)cc2)CC1)c1cccc(C(F)(F)F)c1	-1	0.1	1	1	5	2	2	2	-3	-1
Cc1nc(C)c(C(=O)NNS(=O)(=O)c2ccc([N+](=O)[O-])cc2)s1	4	-0.4	-2	-2	1	-1	-2	1	-1	-8
COCCNC(=O)CN(C(=O)Cn1nnc2ccccc21)c1cc(C)cc(C)c1	-2	-0.1	0	-10	-2	-3	8	-9	3	-3
O=S(=O)(NCc1csc(-c2cccs2)n1)c1cccs1	-5	0.3	-2	-6	2	5	3	3	1	-2
COc1cccc(N2C(=O)CC(N3CCN(S(=O)(=O)c4ccccc4[N+](=O)[O-])CC3)C2=O)c1 (centres undefined)	2	0.0	9	4	0	1	1	-3	1	2
Cc1onc(-c2ccccc2Cl)c1C(=O)N[C@@H](C)c1ccccc1	3	0.2	-8	6	-1	6	-9	-6	2	0
CCN(CC)C(=O)c1ccccc1NC(=O)CN1C(=O)c2ccccc2S1(=O)=O	13	-0.1	-3	-4	4	-1	18	-4	0	7
O=C(Cc1c[nH]c2ccccc12)Nc1ccc(Nc2cccnc2)c(-c2ccc(Cl)c(Cl)c2)c1	10	-1.6	-1	5	-2	-5	-1	2	-1	2
COc1ccc(NS(=O)(=O)c2cccc(C(=O)NNC(=O)CNC(=O)c3ccco3)c2)cc1	-2	0.1	6	-6	7	7	2	7	-1	-3
O=C(CN1C(=O)NC2(CCCCCC2)C1=O)NC1CC1	-3	-0.1	7	3	-4	-1	-1	1	1	-3
CC(C)C[C@@H](CN1CCC[C@@H]1CN1C(=S)NC[C@@H]1Cc1ccccc1)N1C[C@H](Cc2ccc(O)cc2)N(CC2CCCCCC2)C1=S	-9	0.1	-1	1	1	1	1	6	-1	-3
CN(C)S(=O)(=O)N1CCC(n2nccc2NC(=O)CCCc2ccccc2)CC1	-3	0.3	5	0	0	1	6	-1	1	-4
CCN(CC)S(=O)(=O)c1cccc(-c2nnc(SC(C)C(N)=O)n2CCc2ccccc2)c1 (centres undefined)	-1	-0.1	-2	-1	1	4	-6	1	1	0
CC(C)Cc1nnc(NC(=O)CCC(=O)N2CCOCC2)s1	-6	0.4	8	0	4	1	6	3	-4	-1
CCCNC(=O)CN(CCc1ccccc1)S(C)(=O)=O	-12	-0.1	3	-8	0	-3	0	-1	4	5
O=c1oc2ccccc2c(Nc2ccc3ncccc3c2)c1[N+](=O)[O-]	-4	0.5	-1	8	-1	-3	2	-3	3	9
CCN(C(=O)CSc1nnc(-c2cccs2)o1)C1CCS(=O)(=O)C1 (centres undefined)	-9	0.7	2	7	-2	0	-30	-5	6	0
O=S(=O)(/C=C/c1ccccc1)N1CCc2ccccc2C1	-2	0.4	3	-11	0	-1	6	1	-1	-8
C[C@@H]1CNC(=O)c2c(C(=O)NC3CCN(C(=O)OC(C)(C)C)CC3)ncn21	-5	-0.4	6	-4	8	2	1	4	-4	-8
CC(C)(C)OC(=O)NCc1nc(N)n[nH]1	3	-0.1	3	5	-6	-1	-10	-2	-2	2
CCCNC(=O)C1(C)CCCN(C(=O)c2cc(C)n(C(C)(C)C)n2)C1 (centres undefined)	-1	-0.3	2	5	-6	2	10	2	0	3
Cc1ccc(Nc2c(-c3ccc(N4CCOCC4)cc3)nc3ncccn23)c(C)c1	10	-4.2	4	7	-2	3	-8	7	-1	-3
Fc1ccccc1/C=N/Nc1ncnc2nc[nH]c12	-8	-0.9	-1	4	-14	-4	-9	-1	5	-6
CCn1c(SCC(=O)NNC(=O)c2ccccc2)nnc1-c1ccco1	-1	0.4	-1	-3	3	2	8	-1	-4	-1
CC1CCN(S(=O)(=O)c2ccc3[nH]cc(C(=O)NCCN4CCOCC4)c(=O)c3c2)CC1	0	-3.7	3	1	1	-1	-4	-2	-2	8
Next part.
SMILES	SIAE inh	KLK7 zymogen act	Tn7 DDE FP	DDE Tn6 FP inh	MBD2 inh	UHRF1 binding	TDP2 absorb	PRMT1 FP inh	LEDGF integ inh	TCR-CD3 inh
CCN(CC)S(=O)(=O)c1ccc(NC(=O)COC(=O)c2ccc(Br)o2)cc1	-10	-0.1	-3	-4	-2	-1	-1	3	2	-3
CC1CCc2sc(C(=O)NNC(=O)c3ccncc3)cc2C1 (centres undefined)	9	-0.1	2	5	-2	-2	-1	-5	1	-5
COC(=O)CC1NCCc2cc(OC)c(OC)cc21 (centres undefined)	2	3.3	-4	-5	0	33*	-15	5	-1	-1
Cc1[nH]nc(-c2ccc(OCc3cnn(-c4ccccc4)c3)cc2O)c1Oc1ccccc1F	-2	-0.2	2	-8	3	4	5	3	0	0
NC(=S)N/N=C/c1ccc(/C=N/NC(N)=S)cc1	1	-0.6	-3	2	-8	-1	-12	13	1	-4
CN(C)C(=O)CS(=O)(=O)c1ccc(Cl)cc1	-2	-0.5	1	-1	-4	1	1	-1	-3	0
